High-throughput results from PubChem.
KDM4C inh – inhibitors of GASC-1 (KDM4C) histone demethylase, primary screen, biochemical, single concentration HTS; Lysine-specific demethylase 4C (Homo sapiens), Q9H3R0; GST-KDM4C 2-372, H3K9me3 peptide, LANCE TR-FRET; inhibition, % at 12.5 µM; 96,000 compounds, 0.15% hits;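 active = mean replicate inhibition above about 25%, with at least 55% of replicates also reaching it, limit read from the data, passing the limit was not always enough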
Target sequence (Q9H3R0 2-372 limits assumed): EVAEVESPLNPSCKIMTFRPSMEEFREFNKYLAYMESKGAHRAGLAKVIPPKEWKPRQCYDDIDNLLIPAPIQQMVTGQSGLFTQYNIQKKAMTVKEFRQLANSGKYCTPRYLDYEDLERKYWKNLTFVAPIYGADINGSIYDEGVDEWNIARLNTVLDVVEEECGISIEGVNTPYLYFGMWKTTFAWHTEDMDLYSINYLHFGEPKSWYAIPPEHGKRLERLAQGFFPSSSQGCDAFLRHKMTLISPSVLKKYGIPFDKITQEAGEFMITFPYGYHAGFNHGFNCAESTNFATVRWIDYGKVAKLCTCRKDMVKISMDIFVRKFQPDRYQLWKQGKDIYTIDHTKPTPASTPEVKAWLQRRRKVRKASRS
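Compound: one test concentration per compound; Material: GST-GASC-1 enzyme fragment 2-372; Amount: GASC-1 enzyme at 10 nM final in reaction; Also added: H3K9me3 peptide substrate, Fe(II), 2-oxoglutarate; Technique: LANCE TR-FRET; Times: 30 min demethylation and 1 h detection at room temperature.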
Pf Dd2 growth – P. falciparum Dd2 growth inhibitors, primary screen, SYBR Green fluorescence, single dose replicates; 94,000 compounds, 2.3% hits; 72 h; stronger effect = lower value; activity change, % at 10 µM; in the data active = activity change below about -80%
T cruzi growth – T. cruzi intracellular proliferation inhibitors, primary screen, cell-based, beta-gal Tulahuen parasites, NIH3T3 host, luminescence | T. cruzi beta-gal in NIH3T3, GalScreen luminescence, 90 h | inhibition, % at 8.34 µM | 77,000 compounds, 5.9% hits | AID 624255, 2012;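 active = mean inhibition above about 93%, with at least 55% of replicates each passing it, limit read from the data, passing the limit was not always enough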
C diff HTS – C. difficile growth inhibitors, primary screen, HTS. Clostridium difficile clinical isolate growth, OD600, 24 h; stronger effect = lower value. growth activity, negative = inhibition, % at 16 µg/mL (by protocol). 86,000 compounds, 0.25% hits. AID 1259249, 2017;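 active = mean growth activity at or below -80% and every replicate also at or below -80%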;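 note: 0% = DMSO wells and -100% = levofloxacin 16 µg/mL wells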
Starred values were filed as active, the others as inactive; · = no result given; & = joins results of further samples.

Molecule | KDM4C inh | Pf Dd2 growth | T cruzi growth | C diff HTS
O=S(=O)(N[C@H]1CC[C@H](CCn2cc(C3(O)CCCC3)nn2)O[C@@H]1CO)c1ccc(F)cc1 | 0.3 | -20 | 10 | -1
CC(C)C#Cc1ccc2c(c1)O[C@@H](CN(C)C(=O)NC(C)C)[C@@H](C)CN([C@H](C)CO)S2(=O)=O | 1.4 | -5 | 65 | 2
Cc1ccc(S(=O)(=O)N(C)C[C@H]2Oc3ncc(-c4ccncc4)cc3C(=O)N([C@H](C)CO)C[C@H]2C)cc1 | 6.5 | 10 | 37 | 2
COc1cc(CN2C[C@@H]3N[C@H](C2)C3c2ccc(-c3ccncc3)cc2)cc(OC)c1 (some centres not stated) | 0.0&0.2 | -81* | · | 5&-5
C[C@@H]1CN([C@@H](C)CO)C(=O)c2cc(NS(=O)(=O)c3cccs3)ccc2O[C@@H](C)CCCCO[C@H]1CN(C)C(=O)CCC(F)(F)F | 1.0 | -6 | 105 | -4
C[C@@H]1CN([C@@H](C)CO)C(=O)c2cccc(NC(=O)Nc3ccc(F)cc3)c2O[C@H]1CN(C)Cc1ccc2c(c1)OCO2 | 0.1 | -21 | 22 | 0
CNC[C@@H]1Oc2c(NS(=O)(=O)c3ccc(Cl)cc3)cccc2C(=O)N([C@H](C)CO)C[C@@H]1C | -2.3 | 6 | · | 4
CCCN1[C@@H]2Cn3c(ccc(/C=C/c4ccccc4)c3=O)[C@H]1[C@@H](C(=O)NCC)[C@@H]2CO | -1.3 | · | 46 | -3
CCCN1[C@@H]2c3ccc(/C=C/c4ccccc4)c(=O)n3C[C@@H]2[C@@H](CO)[C@@H]1C(=O)N1CCOCC1 | 3.3 | -7 | 86 | 22
CCCC(=O)Nc1ccc2c(c1)C(=O)N(C)C[C@H](OC)[C@@H](C)CN(Cc1cccc(F)c1)[C@@H](C)CO2 | -0.3 | -42 | 25 | 3
C[C@@H]1CN([C@@H](C)CO)C(=O)c2cc(NS(=O)(=O)c3cn(C)cn3)ccc2O[C@@H](C)CCCCO[C@H]1CN(C)S(=O)(=O)c1ccc(F)cc1 | -1.0 | -17 | · | 3
C[C@H](CO)N1C[C@H](C)[C@@H](CN(C)S(=O)(=O)c2ccccc2)Oc2ccc(NS(C)(=O)=O)cc2CC1=O | 1.3 | 18 | 24 | 8
O=C1CN(S(=O)(=O)c2ccccc2)C[C@@H]2[C@H](c3ccc(C#CCc4ccccc4)cc3)[C@@H](CO)N12 | 1.6 | -84* | · | 11
COCC(=O)N(C)C[C@H]1Oc2cc(C3=CCCC3)ccc2S(=O)(=O)N([C@@H](C)CO)C[C@H]1C | -0.3 | 19 | · | -4
O=C(CC1CC1)N[C@@H]1CC[C@H](CCNS(=O)(=O)c2ccc(F)cc2)O[C@@H]1CO | 0.5 | 17 | -2 | 5
C[C@@H]1CN([C@@H](C)CO)C(=O)c2cc(NC(=O)NC3CCCCC3)ccc2O[C@H]1CN(C)C(=O)Nc1ccc(C(F)(F)F)cc1 | -0.9 | -18 | -41 | -10
C[C@H]1CN([C@@H](C)CO)C(=O)c2cccc(NS(=O)(=O)c3cn(C)cn3)c2O[C@@H]1CN(C)CC1CCCCC1 | 0.2 | -16 | 96* | 3
O=C(c1cccc(F)c1)N1CCCCN2[C@H](CO)[C@H](c3ccc(-c4ccncc4)cc3)[C@H]2C1 | 0.7 | -26 | 100* | 4
COc1ccc(NC(=O)Nc2cccc3c2O[C@H](CN(C)C(=O)Nc2c(C)noc2C)[C@@H](C)CN([C@@H](C)CO)C3=O)cc1 | -0.7 | 21 | 77 | 1
CO[C@@H]1CN(C)C(=O)c2ccc(NC(=O)CC(F)(F)F)cc2OC[C@H](C)N(C(=O)C2CC2)C[C@@H]1C | 1.6 | 37 | · | -13
C[C@@H]1CN([C@@H](C)CO)C(=O)Cc2cc(NS(C)(=O)=O)ccc2O[C@H]1CN(C)S(=O)(=O)c1ccccc1 | -1.6 | 10 | 3 | -9
C[C@@H]1CN([C@@H](C)CO)C(=O)c2cc(NC(=O)Nc3cccc4ccccc34)ccc2O[C@@H](C)CCCCO[C@@H]1CN(C)Cc1ccccc1 | 0.6 | -61 | 116* | 7
CN1CCN(C(=O)C[C@H]2CC[C@@H]3[C@H](COC[C@H](O)CN3C(=O)Nc3ccc(Cl)cc3)O2)CC1 | -3.3 | 1 | 8 | ·
COc1ccc2c3c([nH]c2c1)[C@@H](CO)N(Cc1ccc(Cl)cc1)CC31CCN(Cc2ccccc2)CC1 | 0.5 | -80 | · | 25
C[C@@H]1CN([C@H](C)CO)C(=O)CCCn2cc(nn2)CO[C@H]1CN(C)Cc1ccc(-c2ccccc2)cc1 | -1.6 | -13 | -64 | ·
C/C=C/c1ccc([C@H]2[C@@H](CO)N3CCCCN(C(=O)Nc4ccc(F)cc4)C[C@@H]23)cc1 | -0.1 | 5 | 85 | -2
C[C@@H]1CN([C@H](C)CO)C(=O)c2cc(NC(=O)Nc3cccc4ccccc34)ccc2O[C@@H](C)CCCCO[C@H]1CN(C)Cc1ccc(Cl)c(Cl)c1 | 0.1 | -70 | · | -15
C[C@@H]1CN([C@H](C)CO)C(=O)Cc2cc(NC(=O)CCN3CCOCC3)ccc2O[C@@H]1CN(C)Cc1ccc(C(=O)Nc2ccccc2N)cc1 | -0.1 | -43 | · | -1
C[C@@H]1CN([C@@H](C)CO)C(=O)c2cc(NS(=O)(=O)c3ccccc3)ccc2O[C@@H]1CN(C)S(=O)(=O)c1ccc(Cl)cc1 | -0.8 | -2 | 65 | ·
COc1ccc(-c2ccc3c(c2)O[C@H](CN(C)C)[C@H](C)CN([C@@H](C)CO)S3(=O)=O)cc1 | -1.8 | 11 | -12 | 1

Ordered by value in KDM4C inh (descending): some entries from above
Compound	KDM4C inh
COc1ccc2c3c([nH]c2c1)[C@@H](CO)N(Cc1ccc(Cl)cc1)CC31CCN(Cc2ccccc2)CC1	0.5
O=S(=O)(N[C@H]1CC[C@H](CCn2cc(C3(O)CCCC3)nn2)O[C@@H]1CO)c1ccc(F)cc1	0.3
CN1CCN(C(=O)C[C@H]2CC[C@@H]3[C@H](COC[C@H](O)CN3C(=O)Nc3ccc(Cl)cc3)O2)CC1	-3.3

3 entries drawn at random from those above:
Molecule | KDM4C inh | Pf Dd2 growth | T cruzi growth | C diff HTS
C[C@@H]1CN([C@@H](C)CO)C(=O)c2cc(NC(=O)NC3CCCCC3)ccc2O[C@H]1CN(C)C(=O)Nc1ccc(C(F)(F)F)cc1 | -0.9 | -18 | -41 | -10
C[C@@H]1CN([C@@H](C)CO)C(=O)c2cc(NC(=O)Nc3cccc4ccccc34)ccc2O[C@@H](C)CCCCO[C@@H]1CN(C)Cc1ccccc1 | 0.6 | -61 | 116* | 7
CCCN1[C@@H]2c3ccc(/C=C/c4ccccc4)c(=O)n3C[C@@H]2[C@@H](CO)[C@@H]1C(=O)N1CCOCC1 | 3.3 | -7 | 86 | 22

Continued.
Molecule | KDM4C inh | Pf Dd2 growth | T cruzi growth | C diff HTS
COc1cccc(NC(=O)N2CC(=O)N3[C@H](CO)[C@@H](c4ccc(C#CC5CCCC5)cc4)[C@H]3C2)c1 | 3.7 | -3 | · | 51
CN(C)C(=O)c1ccc(-c2ccc3c(c2)[C@@H]2[C@@H](CCN2Cc2ccc4c(c2)OCO4)[C@H](CO)N3)cc1 | 0.6 | -54 | 40 | 4
CO[C@H]1CN(C)C(=O)c2ccc(NC(=O)Nc3cccc(F)c3)cc2OC[C@@H](C)N(C(C)=O)C[C@H]1C | -0.4 | 27 | -47 | ·
CN(C)C(=O)c1cccc(-c2ccc([C@H]3[C@@H](CO)N4CCCCN(C(=O)C5CCCC5)C[C@H]34)cc2)c1 | · | 11 | 103* | -2
O=C(CCN1CCCCC1)NCC[C@@H]1CC[C@H](NS(=O)(=O)c2cccc(F)c2)[C@H](CO)O1 | -3.8 | 4 | -45 | -4
O=C(Nc1ccc(Cl)c(Cl)c1)N[C@@H]1CC[C@H](CCNC(=O)c2ccc(F)cc2)O[C@@H]1CO | -2.7 | -33 | -19 | ·
Cc1noc(C)c1NC(=O)Nc1ccc2c(c1)CC(=O)N([C@@H](C)CO)C[C@H](C)[C@H](CN(C)Cc1ccc(C(F)(F)F)cc1)O2 | -3.1 | -11 | 56 | 2
CC(C)(O)C#Cc1ccc([C@@H]2[C@H]3CN(C(=O)c4ccncc4)CCCCN3[C@H]2CO)cc1 | 0.5 | -12 | 41 | -3
C[C@H](CO)N1C[C@H](C)[C@@H](CN(C)Cc2ccc(Cl)c(Cl)c2)Oc2ccc(NS(=O)(=O)c3ccccc3)cc2CC1=O | -2.3 | 14 | 40 | 21
CC(C)NC(=O)N[C@@H]1C=C[C@@H](CC(=O)NCCN2CCCC2)O[C@H]1CO | -0.1 | 10 | · | 1
O=C(C[C@@H]1C=C[C@@H](NC(=O)c2cccnc2)[C@H](CO)O1)NCc1ccc(Cl)c(Cl)c1 | 0.8 | -9 | -11 | ·
OC[C@H]1[C@@H](c2ccc(C#Cc3ccccc3)cc2)[C@@H]2CN(CC3CCOCC3)CCCCN12 | 0.0 | -62 | 77 | 6
CN(C)C(=O)c1cccc(-c2ccc3c(c2)[C@@H]2[C@@H](CCN2C(=O)c2ccc4c(c2)OCO4)[C@@H](CO)N3)c1 | 0.6 | -1 | 30 | 4
CO[C@H]1CC[C@H]2CCOc3ccc(C#N)cc3C(=O)N(C)CCCC(=O)N(C)C[C@H]1O2 | -1.2 | · | -26 | 8
CCCNC(=O)N1CC2(C1)[C@@H](c1ccccc1)[C@@H](CO)N2CC1CCOCC1 | -1.4 | 3 | · | -4
C[C@@H]1CN([C@@H](C)CO)C(=O)Cc2cc(NS(=O)(=O)c3ccccc3)ccc2O[C@H]1CN(C)C(=O)Nc1ccc(C(F)(F)F)cc1 | -1.8 | -37 | 64 | 0
C[C@@H]1CN([C@H](C)CO)C(=O)c2cc(C#CCc3ccccc3)cnc2O[C@@H]1CN(C)C(=O)C1CCC1 | 3.3 | -10 | 54 | 4
COC(=O)C[C@@H]1CC[C@@H]2[C@H](COc3ccc(NC(=O)Nc4cccc(F)c4)cc3C(=O)N2C)O1 | 2.9 | -37 | 23 | -2
COc1ccc(S(=O)(=O)N(C)C[C@@H]2Oc3c(NC(=O)c4nc5ccccc5s4)cccc3C(=O)N([C@@H](C)CO)C[C@@H]2C)cc1 | -1.2 | -9 | 13 | -5
Cc1noc(C)c1NC(=O)N[C@H]1CC[C@H](CC(=O)N2CCCCC2)O[C@H]1CO | 2.2 | 1 | -38 | 3
COCC(=O)N(C)C[C@H]1Oc2cc(C#C[C@H](C)O)ccc2S(=O)(=O)N([C@H](C)CO)C[C@H]1C | 0.1 | · | 29 | -1
C[C@@H]1CN([C@@H](C)CO)C(=O)c2cc(NC(=O)C3CC3)ccc2O[C@H]1CN(C)S(=O)(=O)c1cccs1 | 1.5 | 14 | 10 | -11
C[C@@H]1CN([C@H](C)CO)C(=O)c2ccccc2-c2ccccc2CO[C@H]1CN(C)C(=O)C1CC1 | 0.6 | 31 | -17 | -1
O=C(NCC[C@@H]1CC[C@@H](NC(=O)c2ccccc2F)[C@@H](CO)O1)c1cnccn1 | -4.7 | 8 | · | -2
CC(C)NC(=O)Nc1ccc2c(c1)C(=O)N([C@@H](C)CO)C[C@@H](C)[C@H](CN(C)S(=O)(=O)c1ccccc1)OCCCC[C@H](C)O2 | -0.4 | -70 | 10 | 1
O=C(O)C[C@H]1C=C[C@@H](NC(=O)CCN2CCCCC2)[C@H](CO)O1 | 0.3 | -1 | · | -3
COCC(=O)Nc1ccc2c(c1)C(=O)N(C)[C@@H]1CC[C@H](CC(=O)OC)O[C@H]1CO2 | 0.2 | 3 | 89 | -5
CCC(=O)N1[C@@H]2c3ccc(-c4ccncc4)c(=O)n3C[C@H]1[C@H](CO)[C@H]2C(=O)N1CCc2ccccc2C1 | 2.7 | -8 | 1 | 1
O=C(C1CC1)N1CCCCN2[C@@H](CO)[C@H](c3ccc(C#CC4(O)CCCC4)cc3)[C@@H]2C1 | · | 20 | 77 | -10
C[C@@H]1CN([C@@H](C)CO)S(=O)(=O)c2ccc(-c3ccc(C#N)cc3)cc2O[C@H]1CN(C)C(=O)CN(C)C | 2.3 | · | 10 | -4
Cc1ccc(S(=O)(=O)N(C)C[C@H]2OCCCC[C@H](C)Oc3ccc(NC(=O)Nc4c(C)noc4C)cc3C(=O)N([C@H](C)CO)C[C@H]2C)cc1 | 0.3 | -74 | 11 | 3
O=C(C[C@H]1C[C@H]2c3cc(NC(=O)Nc4ccccc4F)ccc3O[C@H]2[C@H](CO)O1)NCc1ccncc1 | 0.5 | 20 | -21 | -1
Cc1noc(C)c1NC(=O)Nc1ccc2c(c1)C(=O)N([C@H](C)CO)C[C@H](C)[C@@H](CN(C)Cc1ccc(C(F)(F)F)cc1)OCCCC[C@@H](C)O2 | -0.1 | -16 | 20 | 10

Entries shown so far that have a cyano group, in the order listed:
Molecule | KDM4C inh | Pf Dd2 growth | T cruzi growth | C diff HTS
CO[C@H]1CC[C@H]2CCOc3ccc(C#N)cc3C(=O)N(C)CCCC(=O)N(C)C[C@H]1O2 | -1.2 | · | -26 | 8
C[C@@H]1CN([C@@H](C)CO)S(=O)(=O)c2ccc(-c3ccc(C#N)cc3)cc2O[C@H]1CN(C)C(=O)CN(C)C | 2.3 | · | 10 | -4
